# FBW7 activator: human FBW7 E3 ligase activation, primary screen; Q969H0; 650,000 tested, 0.13% active; AlphaScreen FBW7–phospho-cyclin E peptide binding, activator screen; normalized activity (activation), % at 26.1 µM; in the data active = normalized activity above about 1.9%;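 note: purified mutant Fbw7 with reduced substrate affinity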
# Target sequence (Q969H0 whole entry, looked up): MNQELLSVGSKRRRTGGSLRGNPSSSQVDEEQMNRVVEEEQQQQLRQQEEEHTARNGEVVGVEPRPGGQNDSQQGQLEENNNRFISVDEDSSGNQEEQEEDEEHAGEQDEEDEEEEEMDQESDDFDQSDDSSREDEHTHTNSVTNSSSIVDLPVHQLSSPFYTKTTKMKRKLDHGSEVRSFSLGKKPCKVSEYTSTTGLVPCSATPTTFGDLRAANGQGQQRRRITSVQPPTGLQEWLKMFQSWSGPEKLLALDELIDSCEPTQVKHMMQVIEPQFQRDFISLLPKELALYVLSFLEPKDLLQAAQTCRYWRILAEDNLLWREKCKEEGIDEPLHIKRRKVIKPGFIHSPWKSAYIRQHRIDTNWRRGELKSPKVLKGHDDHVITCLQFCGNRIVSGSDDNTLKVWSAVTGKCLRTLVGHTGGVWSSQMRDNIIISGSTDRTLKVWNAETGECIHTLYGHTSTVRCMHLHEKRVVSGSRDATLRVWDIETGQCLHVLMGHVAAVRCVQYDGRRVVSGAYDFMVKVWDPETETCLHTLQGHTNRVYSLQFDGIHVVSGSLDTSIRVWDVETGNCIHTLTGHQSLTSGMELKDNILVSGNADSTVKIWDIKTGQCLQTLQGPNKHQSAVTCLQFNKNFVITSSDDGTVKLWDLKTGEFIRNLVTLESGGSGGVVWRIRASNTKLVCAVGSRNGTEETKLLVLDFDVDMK
# MITF primary: blocks human microphthalmia-associated transcription factor; O75030; AlphaScreen MITF homodimerization, bead proximity signal; inhibition, % at 2.6 µM; 650,000 tested, 0.91% active; AID 1259374; in the data active = inhibition above about 50%;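 note: 0% = vehicle wells with protein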
# TEAD-YAP inh: TEAD-YAP interaction inhibition | HEK-TIYL cells, TEAD-Gal4/YAP UAS-luciferase luminescence | inhibition, % at 9.12 µM | 640,000 tested, 1.4% active | AID 1259422; in the data active = inhibition above about 32%;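 note: 0% = median of test compound wells and 100% = reference inhibitor wells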
# GPR151 ag: human GPR151 activation | Q8TDV0 | PathHunter beta-arrestin GPR151 cells, luminescence | activation, % at 11.2 µM | 650,000 tested, 1% active | AID 1508602; in the data active = activation above about 4.9%;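 note: 0% = median of compound wells and 100% = cells with positive control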
# Target sequence (Q8TDV0 whole entry, looked up): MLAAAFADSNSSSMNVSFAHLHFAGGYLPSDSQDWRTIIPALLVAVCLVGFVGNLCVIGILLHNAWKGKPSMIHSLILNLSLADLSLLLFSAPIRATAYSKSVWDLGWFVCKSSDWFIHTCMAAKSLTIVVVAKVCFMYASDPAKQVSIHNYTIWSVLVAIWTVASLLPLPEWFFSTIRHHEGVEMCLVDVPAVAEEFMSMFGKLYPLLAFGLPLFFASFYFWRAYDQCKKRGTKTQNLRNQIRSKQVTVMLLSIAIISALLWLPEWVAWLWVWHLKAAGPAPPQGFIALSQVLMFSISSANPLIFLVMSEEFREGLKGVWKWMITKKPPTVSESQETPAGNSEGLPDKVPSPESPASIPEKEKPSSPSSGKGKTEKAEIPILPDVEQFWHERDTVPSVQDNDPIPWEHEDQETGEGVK
# Active calls of the source: *.
structure	MITF primary	GPR151 ag	FBW7 activator	TEAD-YAP inh
NC(=O)c1c(NC(=O)CN2C(=O)NC3(CCCc4ccccc43)C2=O)sc2c1CCC2 (configuration not stated)	-8.1	0.5	-0.1	-8.0
COc1ccc(CSCC(=O)N/N=C/c2ccc(OC(C)=O)cc2)cc1	0.2	1.5	0.1	-3.8
CCOC(=O)c1c(NC(=O)CSc2nnc(CNC(=O)COc3ccc(Cl)cc3)n2C)sc2c1CCC2	-13.7	-0.4	0.1	2.1
CCOc1cc(/C=N/NC(=O)CNc2ccc(C)cc2)ccc1O	-9.7	1.4	-0.2	5.8
CCCc1nc2c(sc3nc4c(cc32)COC(C)(C)C4)c(=O)n1Cc1cccnc1	6.3	0.8	0.3	3.0
CC1(C)OC2OC(C(O)CO)C(O)C2O1 (configuration not stated)	-1.1	0.1	0.0	3.9
CC1CCCC(C)N1C(=O)c1ccc(F)c(F)c1 (configuration not stated)	19.8	-0.3	1.1	-3.7
O=C(CSc1nc(=O)n(CCCN2CCOCC2)c2c1CCC2)Nc1ccccc1	-9.7	1.3	0.2	10.1

# (continued)
structure	MITF primary	GPR151 ag	FBW7 activator	TEAD-YAP inh
Cc1noc(C)c1S(=O)(=O)N1CCC(C(=O)N(C)Cc2ccccc2)CC1	6.1	0.9	0.1	-10.5
Nc1c(C(=O)Nc2ccccc2Cl)nnn1Cc1cccc(Cl)c1	-23.2	-0.6	-0.2	-2.1
CCOCCOC(=O)C(C)Oc1ccc2c(=O)c(Oc3cc(C)cc(C)c3)c(C(F)(F)F)oc2c1 (configuration not stated)	10.8	-1.7	0.3	-7.7
Cc1ccc(S(=O)(=O)N2CCC(C(=O)OCc3ccc([N+](=O)[O-])cc3)CC2)cc1	16.6	-1.7	0.5	-4.2
Cc1cc(C)c2c(NC(=O)c3ccc(Cl)cc3)noc2n1	13.7	-2.1	0.5	-9.0
CNS(=O)(=O)c1cc(-c2nnc(Nc3ccc(C(=O)N(C)C)cc3)c3ccccc23)ccc1C	-5.1	-0.4	0.3	13.2
COc1nc(N=C(N)N)nc2ccc(C)cc12	9.8	1.1	0.1	-4.5
CCCSc1nsc(NC(=O)CCC)n1	4.9	0.4	0.6	-7.2

# More records follow.
structure	MITF primary	GPR151 ag	FBW7 activator	TEAD-YAP inh
CCn1ccnc1C(O)c1ccc(OCc2ccccc2)c(OC)c1 (configuration not stated)	20.4	-0.2	0.1	12.7
COc1ccc(OC)c(C2C(C#N)=C(N)Oc3c2c(O)cc2oc(=O)cc(C)c32)c1 (configuration not stated)	10.7	-0.1	0.6	-1.7
Cc1ccc(N2C(=O)NC(=O)/C(=C\c3ccc(N4CCCC4)c(F)c3)C2=O)cc1	2.4	1.5	0.2	3.0
COc1ccccc1N1CCN(C2CCCN(C(=O)CSc3ccccn3)C2)CC1 (configuration not stated)	-4.5	-1.7	-0.1	-14.9
COc1ccc2[nH]c(C)c(CCNC(=O)c3cc(OC)c(OC)c(OC)c3)c2c1	2.0	0.0	0.0	2.1
CCOCCCNC(=O)c1cc(C(=O)OC)cc([N+](=O)[O-])c1	4.3	0.0	-0.2	-10.5
COc1ccc(I)cc1S(=O)(=O)N1CCN(Cc2ccccc2)CC1	2.7	1.2	0.0	3.6
CC1(C)Cc2ccccc2-c2nnc(SCC(=O)N3CCN(c4ccccc4)CC3)n21	4.6	1.4	-0.1	24.7

# The list goes on.
structure	MITF primary	GPR151 ag	FBW7 activator	TEAD-YAP inh
COc1ccc(-c2noc(CN(C)C3CCCCC3)n2)cc1	18.8	-1.4	0.7	-8.5
COc1ccc(/C=C(/NC(=O)c2ccco2)C(N)=O)cc1	-4.1	-0.2	-0.1	4.8
C=CCN1C(=O)NC(c2cccc([N+](=O)[O-])c2)C(C(=O)OC)=C1C (configuration not stated)	2.1	0.9	0.1	2.4
COc1ccc(C2=C/C(=C/c3ccccc3)C(=O)O2)cc1OC	-14.2	1.9	0.3	-5.7
CS(=O)(=O)c1ccc2nc(NC(=O)c3cccc(Cl)c3)sc2c1	5.5	0.0	0.3	3.0
O=C(NCc1ccccn1)c1ccco1	6.1	0.7	-0.2	2.1
O=C1O[C@@H]2C[C@H]3C[C@@H]2[C@@H]1[C@H]3C(=O)N1CCCCC1	3.4	1.9	-0.1	2.2
Cc1c(Cl)cccc1NC(=O)c1cc(S(=O)(=O)N2CCN(Cc3ccc4c(c3)OCO4)CC2)ccc1F	3.5	-0.7	-0.1	0.1

# Next results follow:
structure	MITF primary	GPR151 ag	FBW7 activator	TEAD-YAP inh
CC1(C)C(=O)NCCN1Cc1ccc(OCC(O)CN2CCc3ccccc3C2)cc1 (configuration not stated)	-4.2	0.1	0.0	4.0
COc1cccc(C2(NC(=O)c3cccc4c3C(=O)N(C)C4)CCCC2)c1	12.5	-0.2	0.0	9.0
Fc1ccc(NCc2ccc3c(c2)OCO3)cc1	11.0	-0.8	-0.1	-10.1
C=CCc1ccccc1OCC(O)Cn1ccnc1C (configuration not stated)	8.3	1.5	0.0	15.0
O=C(c1ccc(Cl)c([N+](=O)[O-])c1)n1cccn1	10.4	0.7	-0.1	12.2
CC1=CC(=C(C#N)C#N)C=C(c2ccccc2)N1Cc1ccccc1	-8.8	2.1	0.2	1.1
CC(=O)Nc1ccc(Nc2ccc(N3CCCCC3)nn2)cc1	4.7	1.2	0.0	-29.9
COc1ccc(CC(=O)N/N=C/c2ccc(F)cc2)cc1	4.5	0.7	0.1	5.7

# Whole records, quoted from the list. Values in the order: MITF primary | GPR151 ag | FBW7 activator | TEAD-YAP inh
# COc1ccc(CC(=O)N/N=C/c2ccc(F)cc2)cc1 is listed as 4.5 | 0.7 | 0.1 | 5.7
# Fc1ccc(NCc2ccc3c(c2)OCO3)cc1 is listed as 11.0 | -0.8 | -0.1 | -10.1

# The listing continues:
structure	MITF primary	GPR151 ag	FBW7 activator	TEAD-YAP inh
Cc1ccc(C(=O)NCC(=O)OCc2cc(Cl)cc3c2OCOC3)s1	-1.9	-0.6	0.1	-2.2
COc1ccc(/C=C/C(=O)c2cccs2)cc1[N+](=O)[O-]	0.7	0.9	0.1	4.8
Cc1ccc(C(C)C)c(OCC(=O)Nc2ccc(F)cc2)c1	-1.0	-1.4	0.0	-7.5
N=C1C(c2nc3ccccc3c(=O)[nH]2)=C(O)CN1c1ccc2c(c1)OCO2	-7.4	0.4	-0.2	1.2
Cc1ccc(NC(=O)Cn2c(-c3ccc4c(c3)OCO4)cn(-c3ccccc3)c2=O)cc1	2.8	0.5	-0.1	-42.8
COc1ccc(-c2cnc(SCCNC(=O)c3cccc(Cl)c3)[nH]2)cc1	3.9	-1.9	0.8	-4.5
CCOC(=O)Cn1c(=O)c2c(nc3n(-c4cccc(C)c4)c(C)cn23)n(C)c1=O	6.5	-1.1	0.0	1.2
O=C(CSc1ccc(F)cc1)Nc1nnc(-c2ccco2)o1	13.9	1.2	-0.7	-17.3

# Quoted from the entries so far, 2 compounds:
structure	MITF primary	GPR151 ag	FBW7 activator	TEAD-YAP inh
Cc1ccc(C(=O)NCC(=O)OCc2cc(Cl)cc3c2OCOC3)s1	-1.9	-0.6	0.1	-2.2
COc1ccc(/C=C/C(=O)c2cccs2)cc1[N+](=O)[O-]	0.7	0.9	0.1	4.8

# Continued:
structure	MITF primary	GPR151 ag	FBW7 activator	TEAD-YAP inh
CCN(CC)S(=O)(=O)c1ccc(-c2csc(=Nc3cccc4ccccc34)n2C)cc1	7.5	1.4	-0.5	4.8
CC1CC(O)N(C(=O)c2ccccc2)N1Cc1ccccc1 (configuration not stated)	12.0	0.1	0.0	-20.3
O=C(CCC1COc2ccccc2O1)N1CCCC1 (configuration not stated)	5.4	4.1	0.1	-16.7
COc1ccc(C2=NN(C(=O)CSc3nncn3C)C(c3ccc(F)cc3)C2)cc1 (configuration not stated)	-2.2	1.2	-0.3	5.4
C=CCn1c(=O)/c(=C/c2c(OC)ccc3ccccc23)s/c1=C(/C#N)C(=O)N1CCCC1	-10.7	0.3	-0.1	-2.3
O=C(NCC1CCC2(CCN(Cc3ccc(OCCO)cc3)CC2)O1)c1ccccc1 (configuration not stated)	0.7	0.8	0.0	5.9
Cc1nc(SCC(=O)Nc2cccc(C(=O)O)c2)c(C#N)c(C)c1C	19.5	0.7	0.7	-0.7
Cc1ccc(C)c(NC(=O)c2cc[n+](C)cc2)c1	-2.6	-0.5	0.0	-1.6

# (cont.)
structure	MITF primary	GPR151 ag	FBW7 activator	TEAD-YAP inh
c1coc(CNc2nc3ccccc3c3nc(-c4ccncc4)nn23)c1	-6.5	3.3	0.5	-8.2
Cc1ccccc1-c1nnc2sc(NC(=O)c3ccco3)nn12	15.4	1.8	0.2	2.8
Cc1ccc(C(=O)N2CCC(C)CC2)cc1I	0.0	0.1	0.0	-15.8
Cc1nc2ccc(NS(=O)(=O)c3ccc4ccccc4c3)cc2s1	-3.3	0.5	0.0	18.9
COc1cccc(-n2c(=S)sc3c(=O)n(-c4ccccc4C)c(SCc4cccnc4)nc32)c1	-8.3	0.1	-0.1	-3.0
Cc1nc2c(C(=O)N3CCN(C)CC3)cnn2c(C)c1Cc1ccc(Cl)cc1	1.4	2.4	0.0	-2.9
COc1ccccc1C1NC(=O)NC(C)=C1C(=O)OCCC(C)C (configuration not stated)	0.7	0.6	-0.1	4.4
Cc1nnc(N/N=C/c2ccc([N+](=O)[O-])cc2)n1N	16.0	-0.5	-0.2	2.8

# The list continues:
structure	MITF primary	GPR151 ag	FBW7 activator	TEAD-YAP inh
COc1ccc(NC(=O)c2c(NCc3cccs3)sc3c2CCC(C)C3)c(OC)c1 (configuration not stated)	-0.7	1.7	-0.2	-5.2
O=C(NCc1cccnc1)c1cccc(Nc2cccnc2)c1	19.8	1.0	0.2	1.2
COc1ccc(NC(=O)CSc2nnc(-c3ccccc3)n2-n2cccc2)c(OC)c1	-2.3	0.3	-0.1	6.7
COc1ccc(/C=C2\C=C(c3ccccc3)N(c3cccnc3)C2=O)cc1Br	-0.3	-0.3	-0.3	-9.9
OC(c1ccc2c(c1)OCO2)c1nccc2ccccc12 (configuration not stated)	-8.8	2.9	-0.2	-10.2
CCN(CC)CCN1C(=O)C2C(C(=O)Nc3ccc(C(C)C)cc3)C3C=CC2(O3)C1C(=O)NC1CCCCC1 (configuration not stated)	-2.8	-0.5	-0.4	9.3
CC(C)N(CCNc1ncnc2nc(Nc3cccc(N(C)C)c3)[nH]c12)C(C)C	9.9	1.1	-0.3	4.7
O=C(c1nn2c(C(F)(F)F)cc(-c3ccccc3)nc2c1Cl)N1CCCCCC1	-0.7	-0.4	-0.1	5.2

# Further results follow.
structure	MITF primary	GPR151 ag	FBW7 activator	TEAD-YAP inh
COc1cccc(C2=NS(=O)(=O)N(C)C(C(=O)NC(C)(C)C)=C2)c1	20.1	-1.5	0.8	12.7
CCOC(=O)C1=C(N)OC2=C(C(=O)CC(C)(C)C2)C1c1ccccc1Cl (configuration not stated)	12.0	-0.1	0.6	2.9
Cc1c(CNC2CCCC(C)C2C)c(C(=O)O)c(C)n1Cc1ccc(Cl)cc1 (configuration not stated)	5.7	-0.3	0.0	1.9
CN1C(=O)NC(=O)/C(=C\c2cc(Cl)c(O)c(Cl)c2)C1=O	19.6	-1.4	-0.6	4.8
COc1ccc(/C=C2/Oc3ccccc3N(CC(=O)O)C2=O)cc1Br	3.5	-1.4	0.6	12.6
CCCNc1nc(-c2ccc(C(=O)NC3CC3)cc2)nc2c1ncn2-c1ccsc1	8.0	-0.4	0.5	11.3
O=C(N/N=C\c1cc([N+](=O)[O-])ccc1O)C1COc2cc3ccccc3cc2O1 (configuration not stated)	12.6	0.2	0.1	9.2
COC(=O)c1cc(NS(=O)(=O)c2ccc3ccccc3c2)ccc1Cl	0.6	5.0*	0.3	3.0

# Other results:
structure	MITF primary	GPR151 ag	FBW7 activator	TEAD-YAP inh
COC(=O)C1=CN(C2CCCCC2)C=C(C(=O)OC)C1c1cccc(F)c1	3.2	0.0	0.2	9.8
COc1ccccc1OCC(=O)Nc1cc([N+](=O)[O-])ccc1F	-12.2	-0.3	-0.3	-57.3
COC(OC)C12c3ccccc3C(c3ccccc31)C1C(=O)N(Cc3ccc(F)cc3)C(=O)C12 (configuration not stated)	-5.8	-0.2	0.0	3.8
Cc1cccc(S(=O)(=O)NCC(c2ccc(N(C)C)cc2)N2CCOCC2)c1 (configuration not stated)	0.4	0.1	-0.2	-2.1
COc1ccc(/C=C2/C(=O)N(c3ccccc3)N=C2C)cc1Br	15.1	1.3	-0.1	9.7
CCOC(=O)c1ccc(NC(=O)Nc2cccc([N+](=O)[O-])c2C)cc1	-8.5	-1.8	-0.1	-8.0
Cc1ccc2[nH]c3nc(N/N=C/c4ccc(O)cc4O)nnc3c2c1	21.7	0.9	-2.0	63.3*
Cc1cc(C)nc(NS(=O)(=O)c2ccc(N=Cc3cc([N+](=O)[O-])ccc3O)cc2)n1	18.6	-1.3	0.1	1.2

# Next section
structure	MITF primary	GPR151 ag	FBW7 activator	TEAD-YAP inh
CCOC(=O)c1cnn2c(C(F)(F)F)cc(-c3cccs3)nc12	15.6	1.2	0.2	-9.3
Cc1nonc1OCCNCc1c(C(=O)N(C)Cc2ccccc2)nc2ccccn12	-12.4	-0.5	0.0	-3.5
O=C(CCC(=O)OCC(=O)c1ccccc1)NC1CCCCC1	-1.1	-0.1	0.4	-1.6
CC1=C(C(=O)OC(C)C)C(c2cccc(Cl)c2)C2=C(CC(c3cccs3)CC2=O)N1 (configuration not stated)	-9.0	-0.3	0.1	15.4
Cc1cc(NC(=O)Cn2c(=O)c(=O)n(Cc3ccccc3)c3ccc(Cl)cc32)no1	1.2	-1.9	0.5	3.6
COc1cc(NC(=O)CSc2nc3[nH]ncc3c(=O)n2-c2cccc(C(F)(F)F)c2)cc(OC)c1OC	0.1	4.0	0.5	1.7

# Bioassay records as filed in PubChem.
